# Compound activity deposited in PubChem by National Center for Advancing Translational Sciences (NCATS).
# IL1B secr inh – qHTS for Inhibitors of Inflammasome Signaling: IL-1-beta AlphaLISA Primary Screen; THP-1 LPS/ATP IL-1B secretion, AlphaLISA, 16 h; active compounds read low; 4.7% of 360,000 active; activity change, % at 57.5 µM; AID 743279, 2014; in the data active = activity change below about -50%; inconclusive = mostly about -30% to -49%; also: % is scaled to controls: 0 for no effect and ±100 for the full control effect
#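 Secreted IL-1B measured by AlphaLISA bead assay after 16 h compound exposure of THP-1 cells; compounds (final up to 57.5 uM) added 1 h before LPS (250 ng/mL) and ATP (1.25 mM) stimulation; lower signal means less secretion.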
# SW480 rerep – A quantitative high throughput screen for small molecules that induce DNA re-replication in SW480 colon adenocarcinoma cells; SW480 DNA re-replication, Hoechst DNA content imaging, 48 h; Potency, µM (series often up to 46.1 µM), for the others: top-dose re-replication activation, most hits filed as activators; 1.8% of 340,000 active; AID 624297, 2012; also: potency is read from the fitted curve at half-maximal effect; % of control where 0% means no effect; nearly all actives have a fitted effect of over 55% in size
#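 First, 250 cells per well were seeded. Next, compound or vehicle (23 nL) was pinned in, plates sat 48 hr at 37 C. Finally Hoechst was added for 40 min before fluorescence scanning.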
# HT1080 IDH1KD tx – qHTS for induction of synthetic lethality in tumor cells producing 2HG: qHTS for the HT-1080-IDH1KD cell line | HT-1080 IDH1 knockdown viability, ATP luminescence, 48 h | Potency, µM (titrated, usually from 46.1 µM), inactives show top-dose activity, negative = toxicity, hits mostly cytotoxic | 2% of 360,000 active;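 also: potency is read from the fitted curve at half-maximal effect; 0% = DMSO wells and -100% = cell-free medium wells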
#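 Knockdown cells (IDH1KD HT-1080) received compounds 2 h after plating at 750 cells/well and were kept 48 h at 37 °C in 5% FBS RPMI. A CellTiter-Glo luminescence read gave % activity for curve fitting.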
# HT1080-NT tox – qHTS for induction of synthetic lethality in tumor cells producing 2HG: qHTS for the HT-1080-NT fibrosarcoma cell line | HT-1080-NT fibrosarcoma viability, CellTiter-Glo ATP luminescence, 48 h | Potency, µM (top dose mostly 46.1 µM), for inactives: top-dose activity, negative = less viability, hits mostly cytotoxic | 1.6% of 360,000 active | AID 686970, 2013;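 also: NT is the 2HG producing partner of a matched IDH1 knockdown line; potency is read from the fitted curve at half-maximal effect; 0% = DMSO-treated cells and -100% = media-only wells without cells; nearly all actives have a fitted effect of over 55% in size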
#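 Luminescent CellTiter-Glo readout after 48 hours of compound exposure at 37 degrees C defined viability of HT-1080-NT cells. Activity was normalized to DMSO wells and cell-free media wells; concentration-response curves were fitted and assigned curve classes.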
# ATXN2 expr inh – Primary qHTS for Inhibitors of ATXN expression; Potency, µM (top dose mostly 57 µM), for inactives: at the top dose activity change, negative = inhibition, usual class: inhibitors; AID 1745845, 2022; HEK-293 ATXN2-luciferase reporter, luminescence, 24 h; 0.72% of 360,000 active; also: potency is read from the fitted curve at half-maximal effect; % is scaled to controls: 0 for no effect and ±100 for the full control effect; nearly all actives have a fitted effect of over 55% in size
#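 ATXN2-luciferase reporter cells (luciferase flanked by upstream and downstream ATXN2 gene portions) were treated 24 h at 37 °C with compounds at up to 57 uM. SteadyGlo luminescence gave expression; GF-AFC fluorescence gave viability.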
# HepG2 viability – qHTS for Inhibitors of TGF-b: Cytotox Counterscreen; HepG2 CAGA-GFP viability, ATP luminescence, 18 h; Potency, µM (top dose mostly 46.1 µM), for the others: top-dose activity change, negative = cytotoxicity, most hits filed as cytotoxic; 0.76% of 410,000 active; also: potency is read from the fitted curve at half-maximal effect; some results filed as inactive show a strong effect at the top dose
#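 HepG2 CAGA-GFP cells (1000/well, DMEM with 1% FBS) received compound, then TGF-beta at 500 pg/mL final, and were incubated 18 hours at 37 degrees C. Viability was read by CellTiter-Glo luminescence. Media-only wells were set as complete cell-killing and DMSO as no toxicity.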
# S2 tox – Viability Counterscreen for Primary qHTS for Inhibitors of ATXN expression; Potency, µM (doses to about 56.7 µM), usual class: cytotoxic; 0.49% of 400,000 active; S2 cells (HEK-293 line with an ATXN2-luciferase reporter) viability, CellTiter-Fluor protease fluorescence, 24 h; also: potency is read from the fitted curve at half-maximal effect; nearly all actives have a fitted effect of over 40% in size
# MCF10A rereplic – A quantitative high throughput screen for small molecules that induce DNA re-replication in MCF 10a normal breast cells | MCF 10A DNA re-replication, Hoechst nuclear intensity, 48 h | Potency, µM (series often up to 46.1 µM), inactives show top-dose activity, positive = re-replication, usual class: activators | 2.9% of 350,000 active; also: potency is read from the fitted curve at half-maximal effect; % of control where 0% means no effect; nearly all actives have a fitted effect of over 50% in size
# KB-3-1 tox – qHTS assay for MDR1-selective chemotherapeutics: Primary screen using the parental adenocarcinoma cell KB-3-1; Potency, µM (titrated, usually from 46.1 µM), inactives show at the highest dose activity change, negative = cytotoxic, hits mostly cytotoxic; 1.4% of 400,000 active; KB-3-1 viability, CellTiter-Glo ATP luminescence, 72 h; AID 1347075, 2019; also: potency is read from the fitted curve at half-maximal effect; % is scaled to controls: 0 for no effect and ±100 for the full control effect; nearly all actives have a fitted effect of over 60% in size
#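 Viability of parental KB-3-1 cells, measured by CellTiter-Glo luminescence, followed a 72 h incubation at 37 °C with pinned compounds in phenol-red-free DMEM containing 10% FBS.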
# An asterisk follows results filed as active; i = inactive; u = inconclusive; x = not tested or not shown; & = joins results of further samples; [ ] = another dose, or the depositor's remark. Unless noted, calls follow the shape of the dose curve; as a rule, active = well fitted curve in the direction sought with a large enough effect; inconclusive = small, poorly fitted or top-dose-only effect, or another doubt; inactive = no such curve, though single readings can be large; an effect the other way counts as inactive or inconclusive. Only part of the results is shown; rates above refer to the full screens.
SMILES,IL1B secr inh,SW480 rerep,HT1080 IDH1KD tx,HT1080-NT tox,ATXN2 expr inh,HepG2 viability,S2 tox,MCF10A rereplic,KB-3-1 tox
O=C1NC(=O)N(Cc2ccccc2)C(=O)/C1=C\C=C\c1ccco1,-212.1*,-17.9%,3.66µM*,u,x,-14.7%,i,11.6µM*,-19.0%
COCCN1Cc2cc(=O)n3c([nH]c4ccccc43)c2C1=N,-6.3,-3.9%,-0.2%,-5.4%,16.6%,5.1%,i,-2.5%,6.7%
COc1cc2c3c(c1OC)-c1cc(O)ccc1CC3NCC2 (stereo not given),39.8,-0.3%,1.6%,1.3%,-6.5%,14.2%,i,0.8%,-2.2%
O=C(COc1ccccc1)N1CCN(CC(O)COc2ccccc2)CC1 (stereo not given),6.2,-3.8%,9.6%,9.1%,-1.5%,-7.4%,i,-2.6%,11.0%
CCCCn1c(O)c(C(CC)=NCCN2CCCCC2)c(=O)[nH]c1=O,18.6,-15.4%,28.1%,20.6%,1.4%,-1.6%,i,-2.3%,0.2%
CCN1C[C@]2(C)CC[C@H](OC)[C@]34C2[C@H](OC(C)=O)[C@@]2(OCO[C@@]25C[C@H](OC)[C@H]2C[C@]3(O)C5[C@H]2OC)[C@@H]14,3.6,0.5%,14.3%,-5.6%,-4.0%,-3.6%,i,-2.6%,2.9%
CC12CCC3c4ccc(OP(=O)(N5CC5)N5CC5)cc4CCC3C1CCC2=O (stereo not given),40.0,3.1%,7.8%,11.0%,13.3%,-3.4%,i,u,-23.5%
COc1ccc(OC)c(N2C(=O)NC(=O)C(CCc3ccncc3)(CCc3ccncc3)C2=O)c1,-2.0,-17.0%,0.0%,2.2%,5.5%,8.4%,i,-8.7%,-6.1%
COP(=O)(OC)/C(C=O)=N/Nc1ccc([N+](=O)[O-])cc1,-2.4,2.8%,-10.9%,-17.5%,-25.6%,-13.0%,u,2.1%,15.7%
CN1CCN(Cc2nc3ccccc3n2C)CC1,1.8,-3.6%,1.8%,-2.1%,1.6%,-1.7%,u,0.1%,1.7%
O=C1NCN(c2ccccc2)C12CCN(C(CCc1ccccc1)c1nnnn1-c1ccc3c(c1)OCCO3)CC2 (stereo not given),-18.0,x,-29.1%,u,0.0%,4.1%,u,x,u
C=CCOC(=O)N1Cc2ccccc2-n2nncc2C1,6.6,x,-4.6%,-3.2%,-6.2%,0.8%,i,x,-2.4%
O=C(Oc1cccc(Oc2ccccc2)c1)N1CCOCC1,9.6,3.2%,-2.0%,4.2%,26.6%,6.5%,i,5.3%,0.6%
Cc1cc(NC(=O)c2cccn(Cc3cccc(Cl)c3)c2=O)no1,x,x,x,x,0.0%,-6.7%,i,x,2.5%
O=C1NC(=O)C(=Cc2ccccc2Oc2ccc(F)cc2)C(=O)N1,16.0,7.2%,5.4%,-2.9%,-20.7%,-18.2%,i,14.6%,-3.5%
CC(=O)O[C@H]1CC[C@]2(C)C3CC[C@@]4(C)C(C[C@@H](O)[C@@H]4O)C3[C@@H](OC(C)=O)C[C@H]2C1 (stereo not given in full),33.7,x,-0.4%,-5.9%,x,2.2%,u,x,-10.0%
N#Cc1cccc(NC(=O)c2sc3nc4c(cc3c2N)N2CCC4CC2)c1,x,x,x,x,2.3%,-26.1%,i,x,-12.6%
CC12CCC(=O)C=C1CC(O)C1C2CCC2(C)C1CCC2(C)O (stereo not given),-11.0,-4.5%,10.4%,5.5%,-11.5%,5.1%,i,-0.7%,1.3%
COC(=O)C1=C(c2cc3ccccc3s2)C[C@@H]2CC[C@H]1N2C(=O)NC1CC1,18.2,-6.0%,0.5%,0.2%,-12.4%,-30.3%,i,3.5%,-2.3%
CCOC(=O)C(C(=O)OCC)C(Nc1ccc(Br)cc1)c1ccccc1 (stereo not given),-70.7*,u,12.6µM*,u,-24.8%,11.2µM*,i,u,u
CCOC(=O)n1c(=O)oc2ccc(Cl)cc21,-6.7,-2.9%,u,-4.9%,-12.7%,-27.7%,i,14.6%,1.7%
COc1ccc(C(=O)C2(C)N(O)C(C)C(c3cccs3)=[N+]2[O-])cc1 (stereo not given),6.3,-1.5%,-3.5%,11.9%,1.0%,-18.5%,i,-6.9%,-1.5%
CN1CC[C@]23c4c5ccc(O)c4OC2C(O)C=CC3[C@H]1C5 (stereo not given in full),-14.5,0.0%,-1.9%,-0.5%,-21.6%,5.0%,i,2.5%,0.0%
O=C(NC(Oc1ccccc1)C(Cl)(Cl)Cl)c1ccccc1 (stereo not given),-3.2,-1.5%,-1.3%,-1.2%,-14.1%,-3.2%,u,0.8%,6.9%
Nc1cccc2c1Cc1cc([N+](=O)[O-])ccc1-2,-23.5,-3.2%,-0.6%,-12.0%,18.0%,11.4%,i,7.9%,u
C[C@]12CCC(=O)C=C1CCC1C2CC[C@@]2(C)C1CC[C@@H]2O (stereo not given in full),10.9,4.5%,-0.7%,0.0%,-1.5%,1.3%,i,4.8%,4.61µM*
CN1C2CCC1CC(OC(=O)c1ccc(Cl)cc1)(C(=O)O)C2 (stereo not given),0.0,-8.9%,13.1%,14.4%,7.4%,-2.7%,i,-6.7%,13.5%
N#CCCCCC#N,-4.4,-1.0%,5.6%,0.0%,2.7%,7.5%,i,-3.8%,-2.4%
CCCCCC[N+](=O)[O-],-5.4,-2.6%,2.9%,6.7%,3.7%,1.5%,i,-15.1%,0.0%
CCCc1nc2ccccc2c(=O)n1-c1ccccc1OC,5.0,-0.5%,2.8%,4.3%,-8.4%,-3.0%,u,10.0%,22.4%
CC1(C)Cc2c(c(N3CCOCC3)nc3snc(N)c23)CO1,-107.5*,-5.5%,20µM*,11.2µM*,-16.2%,-47.3%,u,10µM*,20µM*
O=C1NC(=O)C(CCc2ccccn2)(Cc2ccc3c(c2)OCO3)C(=O)N1CCc1ccccc1 (stereo not given),-11.9,-5.4%[9.22 µM],-4.2%,-11.1%,-3.1%,-3.2%,i,-5.0%,9.0%
CCN1CCN(c2ccc([N+](=O)[O-])cc2C=C2C(=O)NC(=O)NC2=O)CC1,0.0,-3.0%,21.8%,8.2%,0.9%,19.0%,i,0.2%,24.9%
COc1cc2c(cc1OC)CC[N+](C)=C2,22.3,-9.8%,2.3%,1.3%,2.9%,-3.5%,i,-1.0%,0.0%
Cc1oc(-c2cccs2)nc1CSCC(=O)N1CCC2(CC1)OCCO2,-10.0,-9.2%,-3.2%,2.3%,0.6%,-13.7%,i,-8.1%,-15.2%
CCC1(CC)C(=O)C=CNC1=O,6.3,-2.0%&-1.3%,3.4%,11.9%,6.0%&5.9%,-2.6%,i,-1.7%&12.1%,0.0%
C(#CCN1CCCCC1)CN1CCCCC1,16.5,x,6.1%,u,17.3%,11.3%,i,x,0.0%
O=NN1CCCCC1,6.5,-4.7%,16.8%,u,4.0%,10.2%,i,-1.0%,0.0%
CN1CCN(c2ccc3nccnc3c2)CC1,7.8,-1.4%,6.8%,2.7%,2.7%,9.6%,i,-2.0%,-8.1%
CC1OC(C[N+](C)(C)C)CC1O (stereo not given),10.5,-19.6%,7.0%,24.4%,6.2%,0.2%,i,u,0.0%
Brc1ccc2[nH]cc(C=NN3CCCCCC3)c2c1,7.0,-0.9%,10.7%,4.5%,-0.7%,-2.8%,i,-2.2%,u
CCCCCSc1cc(OC)c(CCNC)cc1OC,0.0,u,20.6µM*,u,-12.1%,10µM*,i,24.2%,-15.7%
N[C@@H](Cc1c[nH]c2ccccc12)c1nnc(SCc2ccc(Cl)cc2)o1,24.6,17.1%,-10.0%,-6.2%,-23.8%,-39.1%,i,u,0.4%
Cc1ccc2cccc(OC(=O)N(C)c3ccccc3)c2n1,0.1,-2.1%,9.2%,19.7%,-1.1%,5.0%,u,-1.8%,-7.0%
CN1C[C@@H](NS(=O)(=O)N(C)C)C[C@@H]2c3cccc4c3c(cn4C)C[C@H]21,x,-6.9%,x,x,-12.0%,x,i,2.0%,x
O=C1NC(=O)C(Cc2cccs2)C(=O)N1,67.5,-6.7%,18.2%,29.6%,26.1%,7.8%,i,-0.7%,-0.9%
COc1ccc(NC(c2ccccc2F)P(=O)(Oc2ccccc2)Oc2ccccc2)cc1 (stereo not given),-22.8,8.3%,u,-21.0%,x,-6.9%,u,-0.1%,-0.8%
COc1cc(O)c(C(=O)O)c(-c2cc(O)c(O)cc2C)c1,26.7,25.9%,3.0%,-1.5%,-8.2%,-4.8%,i,u,-2.6%
CN1CC=C2C(C#N)=C(N)C(C#N)(C#N)C(c3ccncc3)C2C1 (stereo not given),-3.9,u,11.2%,2.4%,-7.9%,-16.6%,i,41.7%,2.9%
O=c1[nH]c(=S)n(CCC2=CCCCC2)c(O)c1C=NCCCn1ccnc1,13.0,-3.0%,-1.8%,-7.2%,-13.8%,-41.7%,i,u,14.5%

# Record cards, as listed above. Order of values: IL1B secr inh	SW480 rerep	HT1080 IDH1KD tx	HT1080-NT tox	ATXN2 expr inh	HepG2 viability	S2 tox	MCF10A rereplic	KB-3-1 tox
# Record of CN1C[C@@H](NS(=O)(=O)N(C)C)C[C@@H]2c3cccc4c3c(cn4C)C[C@H]21 = x	-6.9%	x	x	-12.0%	x	i	2.0%	x
# Record of O=C1NC(=O)C(Cc2cccs2)C(=O)N1 = 67.5	-6.7%	18.2%	29.6%	26.1%	7.8%	i	-0.7%	-0.9%
# Record of CCCCCSc1cc(OC)c(CCNC)cc1OC = 0.0	u	20.6µM*	u	-12.1%	10µM*	i	24.2%	-15.7%
